Screening results (PubChem BioAssay)
STAT1 activator = STAT1 signaling activation. 200,000 tested, 2.6% active. NIH 3T3 STAT1-luciferase reporter, IFN-gamma, luminescence; 100% = IFN-gamma alone, no compound. activation (% of control), % at 5.5 µM;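 active = activation above the screen-wide mean activation plus 3 SD, cut at about 130% in these data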;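 also: raw ratio to IFN-gamma control signal so 100% means no change and 0% no light; values of inactives mirror those of a sister screen read the other way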
APP 5'UTR act = activates APP 5'UTR luciferase reporter | 190,000 tested, 1% active | AID 1276 | activation, % at 2 µM | SH-SY5Y APP 5'UTR luciferase reporter, luminescence; zero percent = DMSO vehicle wells;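 active = activation above a set limit, based on mean plus 3 SD of controls, cut at about 140% in these data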; also: values of inactives mirror those of a sister screen read the other way
G6PDH counter = counter-screen for G6PDH assay hits: L. mesenteroides G6PDH inhibition; inhibition, % at 5 µM; Purified L. mesenteroides G6PDH, diaphorase/resazurin coupled fluorescence, 45 min; 200,000 tested, 0.12% active; AID 1020; in the data active = inhibition above about 50%
FLuc inhib CS = counter-screen for luciferase assay inhibitors: firefly luciferase inhibition | ATPLite firefly luciferase biochemical luminescence, 10 min | inhibition, % at 10 µM | 200,000 tested, 1.5% active;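 active = inhibition above about 50% when tested at 10 µM, limit read from the data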
Target sequence (P08659 whole entry, looked up): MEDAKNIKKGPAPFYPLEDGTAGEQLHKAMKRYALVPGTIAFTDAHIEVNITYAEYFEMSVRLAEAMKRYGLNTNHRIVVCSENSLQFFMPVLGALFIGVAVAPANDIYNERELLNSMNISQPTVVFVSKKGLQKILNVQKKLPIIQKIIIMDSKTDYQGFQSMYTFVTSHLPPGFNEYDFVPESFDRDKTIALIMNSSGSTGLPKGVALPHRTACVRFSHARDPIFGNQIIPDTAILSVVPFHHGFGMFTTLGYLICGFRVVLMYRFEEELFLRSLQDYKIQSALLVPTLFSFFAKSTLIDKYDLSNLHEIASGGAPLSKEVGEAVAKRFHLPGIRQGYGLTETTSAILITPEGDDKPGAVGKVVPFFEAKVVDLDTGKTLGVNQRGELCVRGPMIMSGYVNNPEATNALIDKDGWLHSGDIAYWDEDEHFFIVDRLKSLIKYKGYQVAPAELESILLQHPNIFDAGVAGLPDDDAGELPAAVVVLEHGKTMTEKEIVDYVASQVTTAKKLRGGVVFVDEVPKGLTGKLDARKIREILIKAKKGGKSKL
APP 5UTR inh = APP translation inhibition. 190,000 tested, 0.82% active. AID 1285. inhibition, % at 2 µM. SH-SY5Y APP 5'UTR-luciferase reporter, luminescence;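 active = inhibition above a set limit, derived from the sample mean plus 3 SD, cut at about 45% in these data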; also: values of inactives mirror those of a sister screen read the other way
HMGR II inh = blocks class II HMG-CoA reductase of Enterococcus faecalis. AID 1066. 190,000 tested, 0.41% active. inhibition, % at 10 µM. purified E. faecalis HMGR, NADPH absorbance 340 nm kinetic;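 active = inhibition above a set limit, the median over all tested compounds plus 3 SD, cut at about 9.5% in these data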;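 also: enzyme runs in reverse so mevalonate oxidation gives rising NADPH absorbance; 0% = complete reaction with DMSO and 100% = background rate lacking mevalonate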
DTT redox prof = compounds producing H2O2 with reducing agent – biochemical, NIH compound library profiling, artefact control for MLSCN library redox annotation, primary screen; AID 878; activation, % at 10 µM; DTT-dependent redox cycling H2O2, phenol red/HRP absorbance; 100% = 100 µM peroxide control, 0% = buffer; 200,000 tested, 0.03% active;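 active = activation of at least 50% relative to the plate's high and low controls in the primary single-dose screen; inactive = activation below 50%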;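 also: compound incubated with DTT at 0.8 mM final as the reducing agent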
FLuc stim CS = affects firefly luciferase, flagging false hits in luciferase stimulation screens; ATPlite luciferase biochemical, luminescence, 10 min; 0 = ATP-free wells, 1 = DMSO control; activation factor at 10 µM; 200,000 tested, under 10 active;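 active = luciferase activation factor, scaled between plate controls, of at least 2 with compound at 10 µM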
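System: cell-free luciferase reagent; medium: PBS as buffer for the ATP substrate; doses: test compounds dosed from 2 mM stocks in 100% DMSO; incubation: 10 min, room temperature; measured by: luminescence from luciferase reaction; read-out: luciferase activation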
Hsp70 activator = switches on Hsp70 transcription. HeLa Hsp70 promoter luciferase reporter, luminescence; scaled: vehicle 0, proteasome-inhibitor control 100%. activation, % at 10 µM. 200,000 tested, 0.04% active;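 active = activation above the mean across all tested compounds plus 3 SD, cutoff set per campaign, cut at about 5.5% in these data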;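 also: 100% = MG132 at 30 µM as the positive control and 0% = DMSO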
NF-kB expr up = raises NF-kB expression in human neuronal cells | NF-kB reporter expression; active compounds read high | fold change at 12.5 µM | 190,000 tested, 1.6% active | AID 1239; in the data active = fold change above about 3.3
* hit, by the source's call; / = not tested or not shown.

No.	canonical_smiles	STAT1 activator	APP 5'UTR act	G6PDH counter	FLuc inhib CS	APP 5UTR inh	HMGR II inh	DTT redox prof	FLuc stim CS	Hsp70 activator	NF-kB expr up
1	Cc1ccc(SCc2cn3cccnc3n2)cc1	115	36	13	12	-36	-4	2.2	0.9	0.0	1.4
2	O=C(COC(=O)C12CC3CC(CC(C3)C1)C2)Nc1nccs1	103	-1	11	-4	2	2	0.0	1	0.2	1.6
3	CC(=O)Oc1ccc2c(=O)c(Oc3ccccc3[N+](=O)[O-])coc2c1	101	-5	0	0	5	-3	-0.4	1	-0.3	1
4	C=CCSc1nnc(-c2cc(Br)ccc2N)c(=O)[nH]1	108	/	5	-4	/	-4	-0.5	1	-0.1	1.2
5	O=C(NCCCN1CCOCC1)c1ccc(CS(=O)(=O)c2cccc(C(F)(F)F)c2)o1	109	0	-3	-2	0	2	1.0	1	-0.3	1.3
6	COc1ccccc1N1CCN(c2ccc(N3C(=O)CCC3=O)cc2[N+](=O)[O-])CC1	92	0	8	-6	0	1	3.1	1.1	0.1	1.4
7	O=C(CC(=O)NC1CCCCC1)N/N=C/c1ccccc1Cl	96	-2	3	-10	2	-6	0.0	1.1	-0.3	1.1
8	CCOC(=O)C1CCN(C2CC(=O)N(c3ccc(OCC)cc3)C2=O)CC1 (configuration not stated)	97	-4	6	-8	4	-3	-2.7	1.1	2.7	0.93
9	Cc1ccc(C(=O)CN(Cc2ccccc2)C2=NCCS2)cc1	102	40	-20	-2	-40	1	0.3	1	0.1	1.1
10	CCOC(=O)c1cc(C(C)=O)n2ccccc12	102	10	3	-8	-10	-2	-3.1	1.1	0.0	1.4
11	O=Cc1cn(Cc2ccccc2)nc1-c1cccnc1	99	10	-5	2	-10	-1	9.8	1	0.0	1.2
12	Cn1c(SCc2cccc([N+](=O)[O-])c2)nc2c(c1=O)SCC2	77	5	-2	-4	-5	-4	-0.8	1	0.7	0.54
13	O=S(=O)(NCC(c1ccco1)N1CCN(c2ccc(F)cc2)CC1)c1ccc(F)cc1 (configuration not stated)	104	4	9	-6	-4	-5	-0.3	1.1	0.0	1
14	Cc1onc(-c2ccccc2)c1C(=O)Nc1nc2c(s1)CCCC2	111	/	0	-5	26	0	0.7	1.1	-0.4	0.57
15	NNC(=O)c1cccc(COc2ccccc2Br)c1	80	173*	4	37	-173	7	-7.6	0.6	-0.4	2.5
16	Cc1ccc(CNC(=O)C(Cc2ccccc2)NS(=O)(=O)c2ccc3c(c2)CCC(=O)N3)cc1 (configuration not stated)	91	20	-4	-4	-20	1	-2.0	1	-0.2	0.93
17	Cc1cccc(Nc2nc(N)c([N+](=O)[O-])c(NCc3ccco3)n2)c1	98	-5	0	-8	5	-4	-0.3	1.1	-0.1	0.78
18	Cc1ccccc1OC(C)c1nc(-c2ccccc2)no1 (configuration not stated)	100	/	1	-4	8	0	0.6	1	-0.3	1.5
19	Cc1cccc(OCC(=O)N2CCOCC2)c1	105	3	8	-4	-3	-1	-0.1	1	0.5	1.2
20	Cn1nc(C(=O)NCc2ccco2)c2ccccc2c1=O	94	5	1	-2	-5	-6	-0.7	1	-0.4	1.4
21	CSc1cccc(NC(=O)CCNC(=O)c2ccco2)c1	98	14	8	-3	-14	2	-0.2	1	0.1	1
22	Cc1csc(NC(=O)CCn2c(=O)oc3ccccc32)n1	104	-5	-3	-5	5	-3	0.3	1	0.1	1.2
23	COC(=O)c1nn(-c2c(C)n(C)n(-c3ccccc3)c2=O)cc1O	95	3	5	-7	-3	-8	2.1	1.1	-0.2	1.2
24	CC(C)Nc1nc(NC(C)C)nc(C(=O)OCCO)n1	104	-11	-2	-2	11	-8	-0.6	1	0.0	1.1
25	COc1cc2c(cc1C1NC(=S)NC(C)=C1C(N)=O)CCCC2 (configuration not stated)	84	8	17	-1	-8	-6	-0.7	1	-0.3	1.5
26	CC(=O)NCCOc1cccc2cccnc12	95	/	2	-4	/	0	0.0	1	-0.5	1.2
27	CC(=O)c1cc(C#N)c(SCc2ccccc2C#N)nc1C	96	18	1	18	-18	-5	-0.2	0.8	-0.2	0.79
28	CCOc1cccc2cc(C(=O)NCCC3=CCCCC3)c(=O)oc12	100	-7	1	-1	6	4	0.2	1	0.1	1.2
29	CCCC(=O)c1ccc(N2CCN(C(=O)c3ccccc3Br)CC2)c(F)c1	89	-3	6	-2	3	0	2.3	1	-0.4	0.76
30	O=C(c1cc2ncc(Br)cn2n1)N1CCN(C(=O)c2ccco2)CC1	106	-1	-1	-8	1	-5	4.2	1.1	-0.6	1.2
31	CCn1c(=O)c2c(nc(SCc3ccccn3)n2C)n(C)c1=O	100	6	3	-6	-6	-5	1.9	1.1	0.2	0.94
32	Cc1sc2c(c1C)CN(C(C)(C)C)CN2C(=O)c1ccccc1	114	28	2	1	-28	-4	0.8	1	0.1	1.7
33	O=C(CN1CCCCCC1)Nc1ccc(Br)cc1Br	105	30	8	-4	-30	-3	0.3	1	-0.3	1.8
34	O=C(Nc1ccccc1)c1ccc(C(=O)Nc2ccccc2)nc1	106	98	9	-1	-98	-4	0.0	1	-0.2	1.1
35	N#CCc1ccc(C(=O)c2ccccc2)s1	110	-9	14	1	9	-1	-0.4	1	-0.2	1.3
36	OCCCCNCc1cc(Br)ccc1OCc1ccccc1F	96	-7	9	-2	7	0	0.3	1	-0.3	0.9
37	Cc1cc(C(=O)CN2C(=O)C(=O)N(CC(C)C)C2=O)c(C)n1-c1ccccc1F	100	9	3	7	-9	-6	-1.6	0.9	-0.3	1.1
38	COc1ccc(NC(=O)CNS(=O)(=O)c2cccc3nonc23)c(OC)c1	90	-10	-8	-7	10	-5	-2.0	1.1	0.1	1
39	COc1ccc(N2CCN(c3nc4ccccn4c(=O)c3C=O)CC2)cc1	113	9	8	0	-9	-4	-0.5	1	0.6	1.2
40	O=C(NNC(=O)c1ccc2ccccc2c1O)c1ccccc1Cl	100	4	-13	15	-4	-2	2.1	0.9	-0.4	1.1
41	CCN(Cc1ccccc1)C(=O)c1cc2c(=O)oc3ccc(C)cc3c2s1	97	1	4	-3	-1	5	-0.8	1	-0.4	0.56
42	Cc1ccccc1NC(=O)Cn1c([N+](=O)[O-])cnc1C	98	-2	5	-2	2	0	0.5	1	0.1	1.1
43	COc1ccc(OC2C(=O)N(Cc3ccc(F)cc3)C2c2ccc(OC)c(OC)c2)cc1 (configuration not stated)	105	-6	3	0	6	/	-5.2	1	-0.2	0.85
44	O=c1cc(CN2CCN(C/C=C/c3ccccc3)CC2)c2cc(O)ccc2o1	94	-19	2	-8	19	-9	0.3	1.1	0.0	0.52
45	Cc1ccccc1C(=O)NNC(=O)/C=C/c1ccccc1	95	21	3	2	-21	-6	-1.1	1	-0.1	1.1
46	O=C(c1csc2c1CCCC2)N1CCN(c2cccc(C(F)(F)F)c2)CC1	98	0	3	-4	0	-4	0.1	1	-0.1	0.33
47	CCOC(=O)CCc1cccc2c1CCC2=O	96	-15	4	-5	15	-3	0.1	1.1	0.2	0.88
48	N/C(=N\S(=O)(=O)c1cccs1)c1ccccc1	97	-22	10	-4	22	1	0.5	1	-0.3	1.3
49	CCOC(=O)c1[nH]c(C)c(CN(CCc2ccc(OC)c(OC)c2)C(=O)CCCC(=O)O)c1C	97	10	5	-1	-10	3	-0.2	1	0.0	1.2
50	O=c1oc2ccccc2cc1-c1csc(NN=C2CCCCC2)n1	114	63	8	-2	-63	-5	-3.6	1	-0.1	1.9
51	COc1ccccc1NC(=O)Cn1c(=O)n2nc(C)nc2c2ccccc21	108	15	8	-2	-15	-7	-0.9	1	0.0	0.89
52	O=C(NCc1ccco1)c1ccc(Cl)c(S(=O)(=O)N2CCOCC2)c1	99	11	0	4	-11	-3	0.3	1	-0.1	0.94
53	COc1ccc2oc(=O)c(-c3nnc(NCc4ccco4)s3)cc2c1	111	11	6	1	-11	2	4.1	1	0.3	1.9
54	CCC(C)[C@H](N)c1nnc(SCC(=O)c2ccc(Cl)cc2)o1 (some centres not stated)	94	20	11	-2	-20	-4	0.2	1	-0.4	0.91
55	CCC1=NN(C(=O)c2ccc(Br)cc2)C(O)(c2ccccc2)C1 (configuration not stated)	104	4	-6	-2	-4	-8	-0.1	1	-0.2	0.9
56	CCOC(=O)c1ccc(-n2c(C)ccc2C)cc1	106	0	6	3	0	-8	0.2	1	0.0	1.2
57	CCc1ccc(OCC(=O)NNC(=O)CSc2nnc(-c3ccc(C)cc3)n2C)cc1	97	2	-11	13	-2	2	0.2	0.9	-0.2	1
58	COc1ccc(C(=O)NCC(c2cccnc2)N2CCN(c3ccccc3OC)CC2)cc1OC (configuration not stated)	92	6	-15	-6	-6	-7	-1.2	1.1	0.0	0.91
59	COCCOc1cc(N)c(Cl)cc1Cl	107	13	4	0	-14	-4	-1.5	1	-0.4	1.2
60	O=C(c1c[nH]c2ccccc2c1=O)N1CCCCCC1	99	4	6	-1	-4	-5	-0.8	1	0.0	0.99

Additional results follow.
No.	canonical_smiles	STAT1 activator	APP 5'UTR act	G6PDH counter	FLuc inhib CS	APP 5UTR inh	HMGR II inh	DTT redox prof	FLuc stim CS	Hsp70 activator	NF-kB expr up
61	CS(=O)(=O)N(CC(=O)N1CCN(c2ccccc2F)CC1)C1CCCCC1	97	4	8	2	-4	-4	2.0	1	0.0	0.92
62	Cn1c(SCc2ccccc2F)nnc1-c1ccccn1	142*	35	12	8	-35	1	-0.2	0.9	0.1	1.8
63	CN1/C(=C\C(=O)Nc2ccc(Br)cc2)C(C)(C)c2ccccc21	103	1	-1	-5	-1	-1	-0.5	1	0.0	1.4
64	CCOC(=O)N1CCC(=NNc2ccnc3cc(Cl)ccc23)CC1	97	10	2	-7	-10	-6	0.0	1.1	-0.3	1.3
65	O=C(CN1CCN(c2ccc(F)cc2)CC1)OCc1ccccc1	98	0	3	-5	0	2	0.1	1.1	-0.1	1.1
66	CCC1CC2CC(NC(C)=O)C1C2 (configuration not stated)	95	-11	-1	-7	11	4	-3.5	1.1	-0.2	0.94
67	O=C(c1ccco1)N1CCN(c2cc(N3CCOCC3)c(F)cc2[N+](=O)[O-])CC1	95	-13	4	-4	13	-2	-0.1	1	-0.1	0.98
68	Cn1cccc1CC(=O)N/N=C\c1ccccc1	103	-1	2	-6	1	-3	-0.6	1.1	0.1	0.98
69	COCCn1c(SCc2cc(=O)n3ccsc3n2)nnc1-c1ccncc1	98	1	4	-9	-1	-7	0.0	1.1	-0.2	0.96
70	Cc1ccc(N/C=C/C(=O)c2cccs2)cc1C	50	170*	-3	94*	-170	-3	-1.1	0.1	-0.1	6.6*
71	Cc1cccn2c(CN3CCSCC3)c(C(=O)N3CCOCC3)nc12	99	6	9	-4	-6	4	-3.6	1	0.0	1.1
72	O=C(COc1ccccc1Cl)N1CCN(c2ccc([N+](=O)[O-])c(N3CCCCC3)c2)CC1	93	-1	14	-5	1	1	-2.8	1	-0.5	0.85

Three of the entries above in order of their number in STAT1 activator, falling.
| # | Compound | STAT1 activator | APP 5'UTR act | APP 5UTR inh | HMGR II inh | DTT redox prof | FLuc stim CS | Hsp70 activator | NF-kB expr up |
| --- | --- | --- | --- | --- | --- | --- | --- | --- | --- |
| 62 | Cn1c(SCc2ccccc2F)nnc1-c1ccccn1 | 142* | 35 | -35 | 1 | -0.2 | 0.9 | 0.1 | 1.8 |
| 69 | COCCn1c(SCc2cc(=O)n3ccsc3n2)nnc1-c1ccncc1 | 98 | 1 | -1 | -7 | 0.0 | 1.1 | -0.2 | 0.96 |
| 61 | CS(=O)(=O)N(CC(=O)N1CCN(c2ccccc2F)CC1)C1CCCCC1 | 97 | 4 | -4 | -4 | 2.0 | 1 | 0.0 | 0.92 |
